Source: PubChem
IP6K1 inhibitor – IP6K1 kinase inhibition; IP6K1 kinase, ADP-Glo luminescence, 2 h; active compounds read low; activity change, % (series mostly up to about 58 µM); hit rate 0.81% among 140,000; in the data active = activity change below about -25%
Target sequence (Q92551 whole entry, looked up): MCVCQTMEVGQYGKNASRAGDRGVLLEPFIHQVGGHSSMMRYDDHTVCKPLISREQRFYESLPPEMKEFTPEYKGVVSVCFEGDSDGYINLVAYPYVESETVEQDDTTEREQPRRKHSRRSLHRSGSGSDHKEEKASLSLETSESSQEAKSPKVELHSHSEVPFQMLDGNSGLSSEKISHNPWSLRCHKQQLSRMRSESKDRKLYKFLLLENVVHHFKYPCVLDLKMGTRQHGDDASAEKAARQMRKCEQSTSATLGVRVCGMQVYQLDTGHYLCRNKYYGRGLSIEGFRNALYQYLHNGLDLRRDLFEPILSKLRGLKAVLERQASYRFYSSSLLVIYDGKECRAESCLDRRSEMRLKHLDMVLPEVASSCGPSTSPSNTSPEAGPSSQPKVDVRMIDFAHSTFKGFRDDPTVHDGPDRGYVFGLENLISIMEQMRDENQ
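ADP-Glo luminescence measures ADP made by human IP6K1 during a 2 h RT reaction with ATP/IP6 (mix at 1.3 mM/130 uM); top library doses 57.5 and 19.1 uM final.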
3T3 cytotox – NIH 3T3 cell cytotoxicity. AID 1345082. hit rate 4.3% among 94,000. Potency, µM (series often up to 96.7 µM), without a hit: top-dose activity change, negative = cytotoxicity, actives largely listed as inhibitors. NIH 3T3 viability, CellTiter-Glo ATP luminescence, 48-72 h; note: potency is the fitted concentration of half-maximal effect; nearly all actives have a fitted effect of over 55% in size
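Cytotoxicity was measured by CellTiter-Glo ATP luminescence after 48 or 72 h compound exposure at 37 °C. Mouse NIH 3T3 fibroblasts were seeded at 400 cells/well and dosed by 23 nL pin transfer.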
GPT2 inhibitor – GPT2 alanine aminotransferase inhibition; Q8TD30; hit rate 0.25% among 100,000; Potency, µM (titrated, usually from 57.7 µM), for inactives: at the top dose activity change, negative = inhibition, most hits filed as inhibitors; Recombinant GPT2, coupled pyruvate oxidase/HRP Amplex Red fluorescence; note: potency is the fitted concentration of half-maximal effect; nearly all actives have a fitted effect of over 60% in size; many of its hits are not listed in these tables
Target sequence (Q8TD30 whole entry, looked up): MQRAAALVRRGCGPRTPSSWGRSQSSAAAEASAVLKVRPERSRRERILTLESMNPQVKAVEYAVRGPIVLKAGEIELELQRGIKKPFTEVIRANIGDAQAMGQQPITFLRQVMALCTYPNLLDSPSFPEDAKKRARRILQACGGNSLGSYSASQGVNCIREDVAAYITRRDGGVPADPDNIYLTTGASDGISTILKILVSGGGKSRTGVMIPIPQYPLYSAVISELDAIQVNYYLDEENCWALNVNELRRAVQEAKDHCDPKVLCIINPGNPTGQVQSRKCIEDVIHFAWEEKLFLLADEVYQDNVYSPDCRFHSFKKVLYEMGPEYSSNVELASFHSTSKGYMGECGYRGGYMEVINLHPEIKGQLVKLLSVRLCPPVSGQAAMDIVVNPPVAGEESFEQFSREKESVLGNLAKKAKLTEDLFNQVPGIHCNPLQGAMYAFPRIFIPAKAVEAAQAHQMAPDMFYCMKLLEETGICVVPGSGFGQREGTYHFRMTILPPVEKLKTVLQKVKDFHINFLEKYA
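Inhibition is scored from Amplex Red fluorescence generated when pyruvate oxidase and HRP act on pyruvate released by GPT2. Reactions contain 10ng/uL enzyme, 250uM a-KG and 2mM L-alanine and run 30 min at room temperature.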
SNCA expr inh – inhibitors of alpha-synuclein (SNCA) gene expression; AID 1671194; HEK-293 SNCA-luciferase knock-in, luminescence, 24 h; Potency, µM (top dose mostly 57.2 µM), inactives show top-dose activity change, negative = inhibition, most hits filed as inhibitors; hit rate 0.17% among 140,000;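 note: potency is the fitted concentration of half-maximal effect; plate controls were DMSO cells for no effect and cell-free wells for full effect; nearly all actives have a fitted effect of over 45% in size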
SNCA viab count – reduces viability of HEK-293 SNCA reporter cells; Potency, µM (doses to about 57.1 µM), without a hit: at the top dose activity change, negative = cytotoxicity, hits mostly cytotoxic; AID 1671193; hit rate 0.12% among 150,000; HEK-293-SNCA-luc viability, GF-AFC fluorescence, 24 h;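 note: potency is the fitted concentration of half-maximal effect; 0% = DMSO-treated cells and -100% = medium-only wells without cells; nearly all actives have a fitted effect of over 30% in size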
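HEK-293-SNCA-luc cells (1500/well) plated 24 h, then exposed 24 h to a dilution series; GF-AFC added 30 min at 37C, fluorescence 405/540 nm; normalised to medium-only and DMSO wells, Hill fit.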
HEK cytotox – cytotoxic compounds in HEK 293 cells | HEK 293 viability, ATP luminescence (CellTiter-Glo), 48-72 h | Potency, µM (series often up to 115 µM), without a hit: at the highest dose activity change, negative = cytotoxicity, most hits filed as inhibitors | hit rate 6.6% among 94,000 | AID 1345083; note: potency is the fitted concentration of half-maximal effect; nearly all actives have a fitted effect of over 60% in size
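HEK 293 seeded at 250 cells/well receive compound via pintool. After 48 or 72 hr at 37 degree Celsius, 5% CO2 and 95% humidity, CellTiter-Glo is dispensed and luminescence read following 10 min at room temperature.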
FLuc inh – Photinus pyralis luciferase inhibition; Potency, µM (doses to about 115 µM), inactives show at the highest dose activity change, negative = inhibition, actives largely listed as inhibitors; P08659; purified P. pyralis luciferase, luminescence, biochemical; hit rate 2.5% among 76,000; note: potency is the fitted concentration of half-maximal effect; nearly all actives have a fitted effect of over 65% in size
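FLuc 10nM, D-luciferin 10uM, ATP 10uM, Mg acetate 10mM, Tris acetate pH 7.5, Tween/BSA; cpd qHTS; enzyme added last; CCD luminescence.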
Active calls of the source: *; i = inactive; u = inconclusive; x = no result given; [ ] = another dose, or the depositor's remark. Unless noted, calls come from the whole dose curve; as a rule, active = well fitted curve in the direction sought with a large enough effect; inconclusive = small, poorly fitted or top-dose-only effect, or another doubt; inactive = no such curve, though single readings can be large; an effect the other way counts as inactive or inconclusive. Unless noted, % is set by controls: 0 for no effect and ±100 for the full control effect.

| canonical_smiles | IP6K1 inhibitor | 3T3 cytotox | GPT2 inhibitor | SNCA expr inh | SNCA viab count | HEK cytotox | FLuc inh |
| --- | --- | --- | --- | --- | --- | --- | --- |
| O=C(CC1(O)C(=O)N(CCc2ccccc2)c2ccc(Br)cc21)c1ccccc1 (stereo not given) | 12 | x | x | u | u | x | x |
| COCCC(=O)N1CC(c2nc(CCOc3cccc(C)c3)no2)C1 | 24 | -21% | u | 13% | -23% | u | 2% |
| O=C(Nc1ccc(F)c(Cl)c1)c1cc(S(=O)(=O)N2CCCc3ccccc32)ccc1F | -8 | x | x | 27% | -14% | x | x |
| O=C(Nc1ccccc1)N1CCn2c(nnc2-c2ccccc2)C1 | 4 | -15%[138 µM] | 4%[88.5 µM] | -1%[87.6 µM] | -4%[87.6 µM] | -1%[172 µM] | 7%[172 µM] |
| CC(C)(C)c1ccc(C(=O)Nc2cc(-c3nc4ccccc4o3)ccc2Cl)cc1 | 25 | x | x | -10% | -5% | x | x |
| Cc1ccc(C(=O)NCCn2cccc2-c2nc(-c3ccc4c(c3)OCO4)no2)cc1 | 7 | -11% | 2% | 63%[activator] | -13% | -22% | u |
| Cc1noc(C2CC3(CCN(C(=O)c4sc(C)nc4C)CC3)CN2C)n1 (stereo not given) | -12 | -23% | 5% | 2% | 8% | -8% | x |
| Cc1ccc(C(=O)N2CCCOCCNC(=O)CC2)s1 | -10 | u | 4% | 7% | -1% | -29% | 1% |
| CCCn1c(C)c(CC(=O)N[C@@H](C)C(N)=O)c2c1CC(C)(C)CC2=O | 3 | -21% | i | u | 9% | -20% | 1% |
| COCc1nnc(C2CC3(CCN(C(=O)c4ccc(C)s4)CC3)CN2C)o1 (stereo not given) | 10 | -9% | 4% | u | 9% | -5% | x |
| CCOC(=O)c1[nH]c(C)c(CCC(=O)N2CCN(c3ccccc3)CC2)c1C | -2 | x | x | -5% | 13% | x | x |
| COc1cc(Br)ccc1C1C(C(=O)Nc2ccc(C)cc2C)=C(C)Nc2nnnn21 (stereo not given) | 8 | x | x | -27% | 5% | x | x |
| FC(F)(F)C1CN(c2ccc3cc(Cl)ccc3n2)CCO1 (stereo not given) | -6 | u | -24% | 40%[activator] | 3% | u | 25µM* |
| Nc1c(-c2nc(-c3ccc4c(c3)OCO4)cs2)c2ccccn2c1C(=O)c1ccccc1 | 7 | x | x | -3% | 7% | x | x |
| O=C(C1CCCCC1)N1C[C@@H](CO)[C@H](c2ccncc2)C1 | 10 | -15% | i | -7% | -2% | -21% | 1% |
| CC(C)NC(=O)c1ccc(Cn2c(SCC(N)=O)nc3ccccc3c2=O)cc1 | -9 | x | x | -2% | -3% | x | x |
| COc1ccc(Nc2ncncc2-c2nc(-c3ccccc3)no2)cc1 | -9 | i | i | -1% | -6% | i | 8% |
| CC(=O)c1cccc(NC(=O)C2CCN(c3nnc(-n4cccc4)s3)CC2)c1 | 15 | x | x | -3% | 5% | x | x |
| CCCN(CCC)C(=O)Cn1c(=O)n(-c2ccc(CC)cc2)c(=O)c2ccc(C(=O)NCCc3ccccc3)cc21 | -3 | x | x | -1% | 3% | x | x |
| CC(C)[C@H](NC(=O)Cn1nc2c(cc1=O)CCCCC2)C(=O)O | -2 | i | i | 125%[activator] | 1% | 4% | 22µM* |

(list continues)
| canonical_smiles | IP6K1 inhibitor | 3T3 cytotox | GPT2 inhibitor | SNCA expr inh | SNCA viab count | HEK cytotox | FLuc inh |
| --- | --- | --- | --- | --- | --- | --- | --- |
| NCCCN1C(=O)CC[C@H]2CN(C(=O)c3cnn4ccccc34)CC[C@H]21 | 9 | i | -20% | u | -16% | 0% | 2% |
| COc1ccc2[nH]c3c(c2c1)CCNC31CCN(C(=O)Cc2cccc(F)c2)CC1 | -6 | u | -11% | u | -6%[12.5 µM] | u | -10% |
| COc1cccc(CNC(=O)C2CCN(C(=O)c3cnn(-c4ccccc4)c3-n3cccc3)CC2)c1 | 6 | x | x | 3% | 7% | x | x |
| CCOc1nc(NC(=O)NS(=O)(=O)Oc2cccc(Cl)c2)nc(-c2ccccc2)n1 | -12 | x | x | 44%[activator] | -19% | x | x |
| CCOc1ccccc1OCCN(C)C(=O)c1cccnc1SC | 0 | u | -4% | -1% | 1% | u | 7% |
| CCc1ocnc1C(=O)N1CCC(c2nnc(Cn3cncn3)n2C)CC1 | -2 | -1% | u | 27% | 2% | -3% | 3% |
| CN1CC2(CCN(C(=O)c3cccc(C#N)c3)CC2)CC1CN1CCOCC1 (stereo not given) | 2 | -11% | -7% | 28% | 4% | -6% | x |
| CC1=NOC2(CCN(Cc3ccc(Cl)cc3)CC2)C1 | 3 | i | -2%[88.5 µM] | -42%[87.6 µM] | -1%[87.6 µM] | -3%[172 µM] | x |
| C[C@H]1CN(C(=O)Nc2ccc(F)cc2)C[C@@H]1c1nc(-c2ccccc2)no1 | 8 | u | i | -27% | -15% | u | -3% |
| CCc1ccc(NC(=O)c2cnc3sc(N4CCCC4)nn3c2=O)cc1 | 21 | x | x | 17% | 7% | x | x |
| Cc1cc(NC(=O)CN2CCC(O)CC2)nc2c1c(=O)oc1ccccc12 | -3 | x | x | -11% | 8% | x | x |
| CCc1noc(-c2cccn3c(CNC(=O)c4cccnc4)nnc23)n1 | 12 | i | -2% | 9% | -2% | i | 0% |
| CC(C)c1ccccc1NC(=O)Cn1ccn2nc(-c3ccccc3)c(CO)c2c1=O | 15 | -16% | i | u | 1% | u | -1% |
| COc1ccc(-c2nc3ccccc3o2)cc1NC(=O)CSc1ccc(Cl)cc1 | -8 | x | x | 41%[activator] | -4% | x | x |
| O=C(c1ccccn1)N1CCC(c2nc(-c3cccnn3)no2)CC1 | -1 | -13% | -11% | 13% | -6% | -4% | -1% |
| O=C(Nc1ccc(CN2CCOCC2)cc1)c1ccc(-c2cccc(Cl)c2)o1 | -8 | x | -5% | x | 19% | x | x |
| CS(=O)(=O)N1CC2(CCN(C(=O)CCC(=O)O)CC2)Cc2ccccc21 | -4 | i | i | -5% | 2% | 3% | x |
| O=C(CNC(=O)c1ccc(-c2cnc3ccccc3c2)cc1)NCC(F)(F)F | 8 | -17% | x | x | x | -30% | x |
| O=C1[C@@H]2C[C@@H](O)CN2C2(CN(C3CCC3)C2)C(=O)N1Cc1ccccc1 | 2 | i | 4%[88.5 µM] | -2%[87.6 µM] | 7%[87.6 µM] | i | -3%[172 µM] |
| COc1ccc(-c2nc(C3CC(=O)N(c4ccc(C)cc4)C3)no2)cc1 (stereo not given) | -4 | u | u | u | 27% | u | -19% |

Additional structures follow:
| canonical_smiles | IP6K1 inhibitor | 3T3 cytotox | GPT2 inhibitor | SNCA expr inh | SNCA viab count | HEK cytotox | FLuc inh |
| --- | --- | --- | --- | --- | --- | --- | --- |
| CC(C)(C)OC(=O)N1CCC(c2c(C(=O)NC3CCCCC3)cnn2-c2ccc(F)cc2F)CC1 | -3 | x | x | -4% | -6% | x | x |
| COC(=O)c1cc(NC2(c3ccccc3)C(=O)c3ccccc3C2=O)cc(C(=O)OC)c1 | 16 | x | x | -1% | 6% | x | x |
| COc1ccc2c(c1)nc1n2[C@@H](CNC(=O)c2ccc(Cl)cc2)COC1 | 1 | -15%[138 µM] | 1%[88.5 µM] | -10%[87.6 µM] | -12%[87.6 µM] | u | 1%[172 µM] |
| COc1cccc(CN2C[C@@H]3C(C(=O)NCc4ccccc4)=NO[C@@H]3C2)c1 | -6 | -33%[138 µM] | -21%[88.5 µM] | -22%[87.6 µM] | -2%[87.6 µM] | u | -25%[172 µM] |
| N[C@@H]1c2cccnc2[C@H](OC(=O)N2CCC(n3c(=O)[nH]c4ncccc43)CC2)CC[C@H]1c1cccc(F)c1F | 18 | x | -10% | x | -21% | x | x |
| CCOc1cccc(C(=O)N2CCC(c3nc4ccccc4s3)CC2)c1 | -16 | x | x | 3% | 10% | x | x |
| COc1ccc(NC(=O)CSc2oc(-c3ccco3)nc2S(=O)(=O)c2ccc(C)cc2)c(OC)c1 | 1 | x | x | 12% | -16% | x | x |
| CCOC(=O)c1ccc(NC2=CC(c3ccc(Br)cc3)N(c3ccc(C(=O)OCC)cc3)C2=O)cc1 (stereo not given) | -9 | x | x | -5% | u | x | x |
| O=C1OCCN1C1CCN(S(=O)(=O)c2ccccc2)CC1 | -6 | i | i | 13% | -1% | i | x |
| Cn1cnc(S(=O)(=O)N2CCC(N3C(=O)C(OCC4CC4)C34CCCCC4)CC2)c1 (stereo not given) | 1 | -3% | u | -12% | -4% | i | -8% |
| COc1ccc(CNC(=O)Cn2c(=O)cc(C)c3c(C)nn(-c4cccc(Cl)c4C)c32)cc1 | 16 | x | x | -19% | 1% | x | x |
| COc1ccc(C(=O)NCCn2ccn3nc(-c4cc(C)ccc4C)cc3c2=O)cc1F | 1 | -18% | i | 4% | -6% | u | 6% |
| O=C(NCC1CN(Cc2ccncc2)CC12CN(c1ccccc1)C2)Nc1ccccc1 (stereo not given) | 3 | u | -22%[88.5 µM] | -3%[87.6 µM] | 1%[87.6 µM] | u | -10%[172 µM] |
| CC1=C[C@@H](CNCc2ccncc2)[C@H](C(C)C)C[C@H]1Cc1nnc(C)o1 | 5 | -14%[174 µM] | -19%[88.5 µM] | 2%[87.6 µM] | -6%[87.6 µM] | u | -4%[172 µM] |
| Cc1ccc(S(=O)(=O)N[C@H]2C[C@@H](c3nc(-c4ccccc4)no3)N(C)C2)cc1 | -5 | -28%[174 µM] | -8%[88.5 µM] | 48%[activator][87.6 µM] | -13%[87.6 µM] | u | u |
| Cc1ccc(NC(=O)N2CCN3CCCCC3C2)cc1C (stereo not given) | 10 | x | x | 34%[activator] | 2% | x | x |
| CC(C)NC(=O)N1CCC(c2nc(CCOCC3CCOCC3)no2)C1 (stereo not given) | 11 | -13% | i | 39%[activator] | 2%[12.5 µM] | -7% | -1% |
| CCC(c1cccs1)N1C(=O)[C@H]2CN(S(=O)(=O)c3ccccc3C)C[C@H]2C1=O (stereo not given in full) | -8 | -26% | i | -5% | -1% | u | 2% |
| Cc1nc(CC(=O)NC2CCCc3c2cnn3-c2ccc(C(C)(C)C)cc2)cs1 (stereo not given) | 9 | u | 0% | 7% | -8% | u | u |
| Cc1cnc(C(=O)N2CCCn3nc(CCC(=O)NC(C)C)cc3C2)cn1 | -3 | 2% | i | -24% | 2% | i | 2% |
| Cc1cccc(C(=O)Nc2nc3c(s2)CCCC3)c1 | -24 | x | x | -76% | -5% | x | x |
| O=C(Cn1nc2c(cc1=O)CCCCC2)Nc1cccc(C(F)(F)F)c1 | 24 | -23% | u | -7% | -17% | u | -6% |
| CCOC(=O)c1ccccc1NC(=O)COc1ccccc1-c1nnc(-c2ccccc2)o1 | 25 | x | x | u | u | x | x |

Some entries already given, limited to 3T3 cytotox and IP6K1 inhibitor.
SMILES	3T3 cytotox	IP6K1 inhibitor
O=C(NCC1CN(Cc2ccncc2)CC12CN(c1ccccc1)C2)Nc1ccccc1 (stereo not given)	u	3
CC1=C[C@@H](CNCc2ccncc2)[C@H](C(C)C)C[C@H]1Cc1nnc(C)o1	-14%[174 µM]	5

This is a subset, so the mix of outcomes need not match the whole.
